HEK293 tox = cytotoxic in the GLP-1 receptor inverse agonist counter-screen | HEK293 cAMP-luciferase reporter cells, luminescence, 24 h | Potency, µM (highest dose often 38.3 µM), without a hit: at the top dose activity change, negative = inhibition, most hits filed as inhibitors | actives 0.13% (n = 410,000) | AID 624418;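 also: loss of luciferase light is scored as toxicity; potency is read from the fitted curve at half-maximal effect; % is scaled to controls: 0 for no effect and ±100 for the full control effect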
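Seeding density was 200 cells/uL; after overnight-length (12 h) culture, 23 nL compounds went on for 24 h at 37 °C. Readout used a luciferase detection reagent, luminescence taken after 12 min at room temperature.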
IL1B secr inh = blocks inflammasome-driven IL-1 beta release; THP-1 LPS/ATP IL-1B secretion, AlphaLISA, 16 h; stronger effect = lower value; activity change, % at 57.5 µM; actives 4.7% (n = 360,000); in the data active = activity change below about -50%; inconclusive = mostly about -30% to -49%; also: % is scaled to controls: 0 for no effect and ±100 for the full control effect
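THP-1 cells pretreated 1 hr with compounds (up to 57.5 uM final), then stimulated with LPS (250 ng/mL final) plus ATP (1.25 mM final); secreted IL-1B measured by AlphaLISA after 16 hr, decreased signal indicating inhibition.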
SW480 rereplic = induces DNA re-replication in SW480 colon adenocarcinoma cells; SW480 DNA re-replication, Hoechst DNA content imaging, 48 h; Potency, µM (doses to about 46.1 µM), without a hit: top-dose re-replication activation, actives largely listed as activators; actives 1.8% (n = 340,000); AID 624297; also: potency is read from the fitted curve at half-maximal effect; % of control where 0% means no effect; nearly all actives have a fitted effect of over 55% in size
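Readout is total intensity of Hoechst-stained nuclei, excited at 405 nm and collected at 500-530 nm. Compound treatment lasted 48 hr at 37 C in 5% CO2 before staining.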
D3 ag = activates the human D3 dopamine receptor; P35462; D3R DiscoveRx beta-arrestin cells, luminescence, 90 min; max activation, %; actives 0.58% (n = 410,000); in the data active = max activation above about 30%; also: 0% is about no effect; mostly tested at two doses, the higher about 12 µM
Target sequence (P35462 whole entry, looked up): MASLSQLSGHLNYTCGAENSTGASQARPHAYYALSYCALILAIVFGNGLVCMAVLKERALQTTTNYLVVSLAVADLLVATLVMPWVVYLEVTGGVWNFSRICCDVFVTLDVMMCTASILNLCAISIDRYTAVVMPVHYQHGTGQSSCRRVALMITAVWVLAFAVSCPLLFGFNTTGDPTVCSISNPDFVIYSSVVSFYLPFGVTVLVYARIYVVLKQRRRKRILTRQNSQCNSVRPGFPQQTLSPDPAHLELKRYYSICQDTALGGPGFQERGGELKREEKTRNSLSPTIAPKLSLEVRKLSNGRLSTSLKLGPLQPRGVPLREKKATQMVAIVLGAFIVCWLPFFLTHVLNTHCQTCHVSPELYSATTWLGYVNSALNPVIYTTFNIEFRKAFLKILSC
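Agonist mode: compounds and dopamine controls were applied to plated cells for 90 min at 37 degrees C after an overnight attachment at 1500 cells/well. Luminescent read-out followed 30 - 60 minutes at room temperature with DiscoveRx detection reagent.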
KB-V1 MDR tox = kills drug-selected multidrug resistant KB-V1 cells; KB-V1 MDR cells viability, CellTiter-Glo, 72 h; Potency, µM (doses to about 46.1 µM), without a hit: at the top dose activity change, negative = cytotoxicity, hits mostly cytotoxic; actives 3.4% (n = 400,000); AID 1347076; also: potency is read from the fitted curve at half-maximal effect; % is scaled to controls: 0 for no effect and ±100 for the full control effect; nearly all actives have a fitted effect of over 60% in size
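Following 72 h at 37 degrees C with compound, KB-V1 cell viability was read by CellTiter-Glo luminescence, medium being phenol-red-free DMEM plus 10% FBS; concentration-response parameters came from normalized, curve-fitted qHTS data.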
HT1080 IDH1KD tx = kills HT-1080 cells with IDH1 knockdown; HT-1080 IDH1 knockdown viability, ATP luminescence, 48 h; Potency, µM (top dose mostly 46.1 µM), for the others: at the highest dose activity, negative = toxicity, hits mostly cytotoxic; actives 2% (n = 360,000); AID 686971;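 also: potency is read from the fitted curve at half-maximal effect; 0% = DMSO wells and -100% = cell-free medium wells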
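After a 2 h attachment period, IDH1KD HT-1080 cells took pin-transferred compound for 48 h at 37 °C; ATP-based luminescence after 10 min room-temperature reagent incubation reported viability.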
KB-3-1 cytotox = KB-3-1 parental cell cytotoxicity; KB-3-1 viability, CellTiter-Glo ATP luminescence, 72 h; Potency, µM (top dose mostly 46.1 µM), for the others: at the highest dose activity change, negative = cytotoxic, hits mostly cytotoxic; actives 1.4% (n = 400,000); AID 1347075; also: potency is read from the fitted curve at half-maximal effect; % is scaled to controls: 0 for no effect and ±100 for the full control effect; nearly all actives have a fitted effect of over 60% in size
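Viability of parental KB-3-1 cells, measured by CellTiter-Glo luminescence, followed a 72 h incubation at 37 °C with pinned compounds in phenol-red-free DMEM containing 10% FBS.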
MCF10A rerep = inducers of DNA re-replication in MCF 10A breast cells | MCF 10A DNA re-replication, Hoechst nuclear intensity, 48 h | Potency, µM (titrated, usually from 46.1 µM), without a hit: at the top dose activity, positive = re-replication, actives largely listed as activators | actives 2.9% (n = 350,000) | AID 624296; also: potency is read from the fitted curve at half-maximal effect; % of control where 0% means no effect; nearly all actives have a fitted effect of over 50% in size
HT1080-NT tox = kills 2HG-producing HT-1080-NT fibrosarcoma cells; HT-1080-NT fibrosarcoma viability, CellTiter-Glo ATP luminescence, 48 h; actives 1.6% (n = 360,000); Potency, µM (top dose mostly 46.1 µM), without a hit: top-dose activity, negative = less viability, hits mostly cytotoxic;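 also: NT is the 2HG producing partner of a matched IDH1 knockdown line; potency is read from the fitted curve at half-maximal effect; 0% = DMSO-treated cells and -100% = media-only wells without cells; nearly all actives have a fitted effect of over 55% in size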
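HT-1080-NT fibrosarcoma cells (2HG-overproducing), 750 cells/well in RPMI with 5% FBS, dosed after 2 h and incubated 48 h at 37C. CellTiter-Glo luminescence normalized to DMSO and no-cell wells; concentration-response curves fitted and classed.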
Active calls of the source: *; ? = inconclusive; / = not tested or not shown; [ ] = dose if it differs, or a comment. Unless noted, calls follow the shape of the dose curve; as a rule, active = well fitted curve in the direction sought with a large enough effect; inconclusive = small, poorly fitted or top-dose-only effect, or another doubt; inactive = no such curve, though single readings can be large; an effect the other way counts as inactive or inconclusive.

SMILES	HEK293 tox	IL1B secr inh	SW480 rereplic	D3 ag	KB-V1 MDR tox	HT1080 IDH1KD tx	KB-3-1 cytotox	MCF10A rerep	HT1080-NT tox
CCCOC(=O)CSc1nnc(-c2cc(OC)c(OC)c(OC)c2)o1	2%	5	0%	-1	10%	4%	?	2%	3%
O=C(Nc1nnc(C2CCCCC2)s1)c1cccs1	5%	-23	27%	-3	?	20%	1%	?	-15%
c1ccc(CN2C3=NCCCN3c3ccccc32)cc1	-29%	-4	-1%	-6	2%	-1%	?	7%	1%
CCOc1cc(S(=O)(=O)N2CCN(CC)CC2)ccc1Cl	5%	-15	-5%	0	6%	3%	-3%	-2%	5%
COc1ccc(NS(=O)(=O)c2ccc(NS(=O)(=O)c3cccs3)cc2)cc1	-12%	-14	0%	-1	-1%	-1%	-1%	-9%	-7%
COc1cnc(-c2ccccc2)nc1Oc1cccc(C)c1	9%	-1	-3%	3	2%	-6%	26%	?	-2%
O=C(O)CCc1nc2cc3ccccc3cc2[nH]1	4%	25	-16%	4	0%	3%	5%	-9%	19%
CC(=O)OCCNC(=O)Cn1cnc2c1c(=O)n(C)c(=O)n2C	-3%	10	-1%[9.22 µM]	-5	25%	2%	9%	-10%	22%
O=C(Cn1c(NCCO)nc2ccccc21)NCC1CCCO1 (stereo not drawn)	5%	13	-3%	5	1%	8%	-5%	15%	13%
CCC(Oc1ccc(C)cc1)C(=O)Nc1ccc2c(c1)n(C)c(=O)n2C (stereo not drawn)	-4%	36	-5%	2	-4%	-4%	-4%	0%	-4%
CCOC(=O)c1c(NC(=O)c2cc(-c3ccccc3OC)on2)sc(C)c1C	2%	/	/	7	6%	/	-4%	/	/
C=C(C)CN(CC)C(=O)CCc1nnc(CCc2c[nH]c3ccccc23)o1	-16%	-19	-62%[inhibitor]	8	-19%	-12%	3%	-2%	-2%
CC(C)CC(C(=O)O)N1C(=O)C2C3C=CC(C2C1=O)C1C(=O)N(C(CC(C)C)C(=O)O)C(=O)C31 (stereo not drawn)	-15%	-15	-1%	-1	?	15%	-4%	2%	21%
Cc1cccc(N2CCN(C(=O)CCS(=O)(=O)c3ccc4c(c3)NC(=O)CO4)CC2)c1C	-1%	-11	-2%	17	-4%	-4%	-10%	-5%	-11%
COc1ccc(NC(=O)c2sc3nc(C)nc(N4CCOCC4)c3c2C)c(OC)c1	0%	10	17%	23	-1%	7%	7%	-1%	16%

Molecules above containing nitrogen in an aromatic ring:
SMILES	HEK293 tox	IL1B secr inh	SW480 rereplic	D3 ag	KB-V1 MDR tox	HT1080 IDH1KD tx	KB-3-1 cytotox	MCF10A rerep	HT1080-NT tox
CCCOC(=O)CSc1nnc(-c2cc(OC)c(OC)c(OC)c2)o1	2%	5	0%	-1	10%	4%	?	2%	3%
O=C(Nc1nnc(C2CCCCC2)s1)c1cccs1	5%	-23	27%	-3	?	20%	1%	?	-15%
COc1cnc(-c2ccccc2)nc1Oc1cccc(C)c1	9%	-1	-3%	3	2%	-6%	26%	?	-2%
O=C(O)CCc1nc2cc3ccccc3cc2[nH]1	4%	25	-16%	4	0%	3%	5%	-9%	19%
CC(=O)OCCNC(=O)Cn1cnc2c1c(=O)n(C)c(=O)n2C	-3%	10	-1%[9.22 µM]	-5	25%	2%	9%	-10%	22%
O=C(Cn1c(NCCO)nc2ccccc21)NCC1CCCO1 (stereo not drawn)	5%	13	-3%	5	1%	8%	-5%	15%	13%
CCC(Oc1ccc(C)cc1)C(=O)Nc1ccc2c(c1)n(C)c(=O)n2C (stereo not drawn)	-4%	36	-5%	2	-4%	-4%	-4%	0%	-4%
CCOC(=O)c1c(NC(=O)c2cc(-c3ccccc3OC)on2)sc(C)c1C	2%	/	/	7	6%	/	-4%	/	/
C=C(C)CN(CC)C(=O)CCc1nnc(CCc2c[nH]c3ccccc23)o1	-16%	-19	-62%[inhibitor]	8	-19%	-12%	3%	-2%	-2%
COc1ccc(NC(=O)c2sc3nc(C)nc(N4CCOCC4)c3c2C)c(OC)c1	0%	10	17%	23	-1%	7%	7%	-1%	16%

Later entries.
SMILES	HEK293 tox	IL1B secr inh	SW480 rereplic	D3 ag	KB-V1 MDR tox	HT1080 IDH1KD tx	KB-3-1 cytotox	MCF10A rerep	HT1080-NT tox
Cc1ccc(C(=O)NC(Cc2c[nH]c3ccccc23)C(=O)O)o1 (stereo not drawn)	-4%	14	-2%	7	9%	-2%	-9%	-5%	-2%
COc1ccc(/C=C/C(=O)NC(=S)NCC2CCCO2)cc1 (stereo not drawn)	1%	23	-12%	-1	-27%	0%	-1%	-4%	0%
S=c1[nH]nc(Cc2ccccc2)n1-c1cccc2ccccc12	-3%	44	7%	6	-6%	-7%	11%	-29%	-3%
O=S(=O)(N/N=C/c1ccc(N2CCOCC2)cc1)c1ccccc1	0%	0	0%	7	-16%	-2%	0%	?	0%
Cc1ccc[n+](CC(=O)c2ccc(Cl)cc2)c1	7%	4	-6%[9.22 µM]	-5	?	19%	-5%	-6%	8%
Cc1ccc(C(=O)NCC(=O)Nc2ccc(S(=O)(=O)Nc3cc(C)nc(C)n3)cc2)cc1	4%	-1	4%	-1	7%	-2%	-2%	7%	0%
CN(CCO)C(=O)c1nc[nH]c1C(=O)N(C)Cc1ccccc1	1%	26	/	-10	-5%	1%	?	/	12%
CCOC(=O)c1c(NC(=O)c2c(-c3ccccc3)noc2C)sc(C)c1-c1ccccc1	17%	-1	?	0	6.5µM*	?	2.1µM*	?	-29%
COc1cc(/C=C2\SC(=O)NC2=O)ccc1OCc1ccc(Cl)nc1	-1%	12	?	3	6%	3%	0%	?	-1%
Cc1c(CBr)[n+](=O)c2c(n1[O-])C(Br)CCC2Br (stereo not drawn)	-15%	/	-12%	-8	1%	8%	-1%	0%	16%
O=C1CC(=O)N(c2ccccc2)N1c1ccccc1	-10%	17	0%	6	0%	24%	19%	5%	10%
Nc1c(C(=O)Nc2nc3ccccc3s2)sc2nc(-c3cccs3)ccc12	110%[activator]	-114*	?	3	-30%	18µM*	8.2µM*	4.1µM*	?
CC(=O)N1CCN(c2ccc(NC(=O)c3ccc([N+](=O)[O-])cc3)cc2)CC1	4%	-3	2%	3	11%	0%	10%	3%	-9%
CCN(CCCNC(=O)CCc1nc(-c2ccc(C)cc2)no1)c1cccc(C)c1	5%	-9	8%	2	0%	-16%	0%	?	-12%
Cc1cccc(C)c1N1CCN(C(c2cc3ccccc3o2)c2nnnn2C(C)(C)C)CC1 (stereo not drawn)	-13%	9	/	1	2.6µM*	?	5.8µM*	/	4%

Among those listed so far, 2 have a furan ring, fused or not:
SMILES	HEK293 tox	IL1B secr inh	SW480 rereplic	D3 ag	KB-V1 MDR tox	HT1080 IDH1KD tx	KB-3-1 cytotox	MCF10A rerep	HT1080-NT tox
Cc1ccc(C(=O)NC(Cc2c[nH]c3ccccc23)C(=O)O)o1 (stereo not drawn)	-4%	14	-2%	7	9%	-2%	-9%	-5%	-2%
Cc1cccc(C)c1N1CCN(C(c2cc3ccccc3o2)c2nnnn2C(C)(C)C)CC1 (stereo not drawn)	-13%	9	/	1	2.6µM*	?	5.8µM*	/	4%

Additional results.
SMILES	HEK293 tox	IL1B secr inh	SW480 rereplic	D3 ag	KB-V1 MDR tox	HT1080 IDH1KD tx	KB-3-1 cytotox	MCF10A rerep	HT1080-NT tox
COc1ccccc1CNC(=O)c1cc2cc(C)ccc2n1C	2%	/	/	8	14%	/	-19%	/	/
Cc1ccc(NC(=S)NNC(=O)c2c([N+](=O)[O-])c(C)nn2C)cc1	-17%	30	7%	-22	0%	5µM*	7%	-3%	5.6µM*
O=C(Nc1ccc2c(c1)OCCO2)c1cccc(Br)c1	-3%	-54*	-1%	-6	12%	-21%	4%	1%	-6%
Cc1cccc(Cn2c(=O)c3c(nc4n3CCCN4Cc3ccccc3)n(C)c2=O)c1	-15%	?	-6%[9.22 µM]	-2	?	3%	?	10%	6%
CC(=O)Nc1nnc(SCC(=O)NC2CC2)s1	14%	10	0%	3	11%	15%	17%	-1%	17%
CCC(=O)Nc1ccc(C(=O)CSc2nnc(-c3ccc(NS(C)(=O)=O)cc3)n2C)cc1OC	-4%	-2	-5%	1	?	4%	-4%	0%	8%
CC(=O)NCCc1ccc(S(=O)(=O)NC2OC(=O)c3ccccc32)cc1 (stereo not drawn)	-5%	1	-25%	0	26%	-6%	10%	-187%[0.0737 µM]	-5%
CC[C@@H]1CCCCc2ccccc2[C@H](C(=O)C[C@H](O)CC(C)=O)OC1=O	7%	8	6%	7	18%	15%	17%	-6%	5%
COc1ccc(CNC(=O)C2CCCN(C(=O)c3cnn(-c4ccc(F)cc4)c3-n3cccc3)C2)cc1 (stereo not drawn)	1%	/	/	6	13µM*	/	?	/	/
CCC(=O)c1ccc(OCC(=O)O)c(OC)c1	0%	12	-31%[inhibitor]	1	?	-2%	-5%	-19%	-10%
CNC(=S)N(CCO)Cc1cc2cc3c(cc2[nH]c1=O)OCO3	29%	0	7%	-14	-14%	-2%	0%	11%	-2%
CC(=O)N1CCC2(CC1)OC(=O)C(C)=C2C(=O)NCc1cccc(Cl)c1	0%	/	/	-3	0%	/	8%	/	/
O=C(CSc1nnc(-c2ccc(Cl)cc2Cl)n1C1CCCCC1)NC1CCS(=O)(=O)C1 (stereo not drawn)	-3%	-12	10%	1	-20%	1%	27%	-13%	6%
CC1C(C#N)=C(N)OC2=C1C(=O)CC(C)(C)C2 (stereo not drawn)	4%	11	-1%	1	?	2%	12%	-194%[0.0737 µM]	-1%

Screens as filed in PubChem.

Compounds as they come. About 11% of those tested had a hit in this group.
